Source: PubChem BioAssay (National Center for Advancing Translational Sciences (NCATS))
TRPV1 agonist = activates the human vanilloid receptor TRPV1 | TRPV1-expressing cells, Fluo-8 calcium influx, agonist mode | activation, % at 8.33 µM | hit rate 0.19% among 320,000 | AID 540275; in the data active = activation above about 80%; inconclusive = between about 30% and that limit; note: 0% is about no effect
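Fluo-8 calcium influx in TRPV1-expressing cells, kinetic read (ex 480/em 520 nm). Compound added and read 3 min for agonist activity, followed by capsaicin at EC20 final and 2 min further read for enhancement.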
p53 reactivator = restores transcriptional activity of mutant p53; hit rate 0.063% among 320,000; H1299 p53-A138V BP100-luciferase reporter, luminescence, 24 h; AID 504706; Potency, µM (highest dose often 92.2 µM), inactives show at the highest dose activity change, positive = activation, hits mostly activators; note: potency is the fitted concentration of half-maximal effect; % of control where 0% means no effect; nearly all actives have a fitted effect of over 45% in size
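H1299 (p53-null), stable ts p53-A138V + BP100-Luc; 1000 cells/well, Opti-MEM/10% FBS; cpd 4 pt, 1:5; 24 h, 37 deg C, 5% CO2; detection reagent 10 min RT; luminescence.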
B2AR arrestin = beta2AR (human) beta-arrestin recruitment activity; P07550; beta-arrestin recruitment to beta2AR, cell-based reporter; Potency, µM (series often up to 46.1 µM), for the others: at the highest dose activation, usual class: activators; hit rate 0.02% among 330,000; AID 492947;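 note: potency is the fitted concentration of half-maximal effect; 0% = DMSO controls and full agonism = EC100 isoproterenol or metaproterenol; nearly all actives have a fitted effect of over 65% in size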
Target sequence (P07550 whole entry, looked up): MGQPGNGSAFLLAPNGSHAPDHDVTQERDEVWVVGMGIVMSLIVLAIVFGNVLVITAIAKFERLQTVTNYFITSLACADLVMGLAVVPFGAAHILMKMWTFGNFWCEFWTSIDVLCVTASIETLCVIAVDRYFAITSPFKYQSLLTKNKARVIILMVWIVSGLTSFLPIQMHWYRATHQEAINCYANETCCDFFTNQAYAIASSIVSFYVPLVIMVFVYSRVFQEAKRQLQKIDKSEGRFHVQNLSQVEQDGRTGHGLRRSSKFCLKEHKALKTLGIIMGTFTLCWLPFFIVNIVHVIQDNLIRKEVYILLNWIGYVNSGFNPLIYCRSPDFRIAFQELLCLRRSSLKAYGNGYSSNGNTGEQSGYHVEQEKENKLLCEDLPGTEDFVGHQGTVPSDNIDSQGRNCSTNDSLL
Integrin act MD = integrin-mediated muscular dystrophy alleviation activation. alpha7betagal myoblasts, beta-gal FDG fluorescence, 48 h. Potency, µM (doses to about 38.3 µM), without a hit: at the top dose activation, hits mostly activators. hit rate 0.064% among 350,000. AID 624291;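 note: potency is the fitted concentration of half-maximal effect; 100% = response of the positive control SU9516; nearly all actives have a fitted effect of over 60% in size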
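Alpha7betagal+/- myoblasts (passage 13) were plated 16-24 hr, then exposed to compounds (1:260 dilution of DMSO stock) for 48 hours at 37C. After MPER lysis, β-galactosidase reporter activity was read as FDG fluorescence (ex 480/em 540) after 30 minutes.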
CXXC DNA block = inhibitors of human MLL CXXC domain-DNA interaction; Potency, µM (highest dose often 115 µM), for inactives: at the highest dose activity change, negative = inhibition, most hits filed as inhibitors; hit rate 0.037% among 290,000; AID 2662; Q03164; MLL-CXXC / FITC-HOXA9 DNA fluorescence polarization; active = well fitted inhibition curve with a large enough effect in the polarisation, with a control signal flat, not every such curve was filed as active; inconclusive = small, poorly fitted or top-dose-only effect, or effect the other way, or a change in a side signal; inactive = no such curve, though single readings can be large or run the other way; the % refers to the polarisation; note: potency is the fitted concentration of half-maximal effect
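Steps: dispense CXXC domain solution (7 uM) → pin compounds or unlabeled HOX-A9 DNA control → 5 min ambient → add FLSN-HOX-A9 solution (50 nM) → spin → 30 min ambient → fluorescence polarization. Tris pH 7.5/NaCl/DTT/BSA buffer.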
AT treatment = candidate therapy for ataxia-telangiectasia | […] A-T fibroblasts, KAP-1 phosphorylation AlphaLISA; neocarzinostatin DNA damage 30 min before lysis | Potency, µM (series often up to 57.5 µM), for inactives: top-dose activation, actives largely listed as activators | hit rate 0.19% among 320,000; note: potency is the fitted concentration of half-maximal effect; % of control where 0% means no effect; nearly all actives have a fitted effect of over 45% in size
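ATM-like activity read as KAP-1 phosphorylation via AlphaLISA donor/acceptor antibody pairs after lysis and 6 hr at 25C. Cells were ATM-null patient fibroblasts ([…], hTERT), dosed 60 min, then exposed to the DSB inducer NCS for 30 min.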
TSG101-PTAP inh = blocks PTAP/TSG101 interaction to inhibit HIV-1 budding | Fluorescence polarization, FITC-PTAP peptide / Tsg101 binding | AID 493005 | 340,000 tested, under 10 active | Potency, µM (titrated, usually from 115 µM), for the others: at the top dose activity change, negative = inhibition, actives largely listed as inhibitors | Q99816; active = well fitted inhibition curve with a large enough effect in the main read-out, with a control signal flat, not every such curve was filed as active; inconclusive = small, poorly fitted or top-dose-only effect, or effect the other way, or a change in a side signal; inactive = no such curve, though single readings can be large or run the other way; note: potency is the fitted concentration of half-maximal effect; % of control where 0% means no effect
Target sequence (Q99816 whole entry, looked up): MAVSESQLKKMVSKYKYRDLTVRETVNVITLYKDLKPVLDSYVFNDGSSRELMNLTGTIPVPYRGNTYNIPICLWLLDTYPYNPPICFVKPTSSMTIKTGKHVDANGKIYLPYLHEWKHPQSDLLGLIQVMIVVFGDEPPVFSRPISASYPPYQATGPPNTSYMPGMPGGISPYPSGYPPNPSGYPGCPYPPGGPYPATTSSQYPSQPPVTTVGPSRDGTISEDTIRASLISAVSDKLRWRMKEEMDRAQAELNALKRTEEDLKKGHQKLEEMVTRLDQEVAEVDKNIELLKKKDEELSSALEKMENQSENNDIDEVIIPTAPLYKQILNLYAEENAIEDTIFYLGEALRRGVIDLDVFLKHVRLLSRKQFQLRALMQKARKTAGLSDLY
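Compounds were pin-transferred onto Tsg101 binding domain (10 uM final) in HEPES pH 7.5 buffer, then FITC-PTAP peptide was added at 50 nM final. After 20 min at RT, polarization reported peptide displacement across a qHTS concentration series.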
TCR act = T cell receptor activation; primary human leukocytes, anti-CD3, IL-2 HTRF, 48 h; Potency, µM (series often up to 9.22 µM), without a hit: at the top dose activation of IL-2 secretion, most hits filed as activators; 330,000 tested, under 10 active; note: % of control where 0% means no effect
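IL-2 produced over 48 hr by a-CD3 bead-stimulated primary human leukocytes exposed to compounds was detected with a homogeneous time-resolved FRET immunoassay, 665nm acceptor signal after 320nm excitation.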
BRCA1 expr act = increases BRCA1 expression. Potency, µM (top dose mostly 46.1 µM), without a hit: top-dose activation, actives largely listed as activators. hit rate 1.1% among 380,000. MCF7-BRCA1-FFLuc reporter, luminescence, 48 h; response scale: scaled: vehicle 0%, 10 µM genistein 100%. AID 624202; note: potency is the fitted concentration of half-maximal effect; nearly all actives have a fitted effect of over 80% in size; some results filed as inactive show a strong effect at the top dose
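Luminescence from a BRCA1-driven firefly luciferase in MCF7 cells was the read-out, taken 15 min after substrate addition following 48 h compound exposure at 37 °C. Data were normalized to a 10 microM genistein control and DMSO vehicle.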
ELG1 DNA repair = ELG1-dependent DNA repair inhibition. HEK293T ELG1-luciferase reporter, luminescence, 16 h; DNA damage induced by 5-fluorouridine. Potency, µM (doses to about 46.1 µM), without a hit: at the highest dose activity change, negative = inhibition, most hits filed as inhibitors. hit rate 2.3% among 330,000; note: potency is the fitted concentration of half-maximal effect; % is set by controls: 0 for no effect and ±100 for the full control effect; nearly all actives have a fitted effect of over 55% in size
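Reporter activity after DNA damage by 5-fluorouridine is monitored. Compound-treated cells incubate 16 hr at 37 °C, then ONE-Glo is added for 30 min before luminescence reading.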
* hit, by the source's call; ? = inconclusive; / = not tested or not shown; [ ] = remark or other dose. Unless noted, calls come from the whole dose curve; as a rule, active = well fitted curve in the direction sought with a large enough effect; inconclusive = small, poorly fitted or top-dose-only effect, or another doubt; inactive = no such curve, though single readings can be large; an effect the other way counts as inactive or inconclusive.

SMILES | TRPV1 agonist | p53 reactivator | B2AR arrestin | Integrin act MD | CXXC DNA block | AT treatment | TSG101-PTAP inh | TCR act | BRCA1 expr act | ELG1 DNA repair
O=C(CSc1ncc(-c2ccccc2)nn1)NCc1ccco1 | 0 | 16% | 4.5% | -3% | -4% | -4% | -8% | 0% | 8% | -2%
CCOCCCNCc1ccc(OC)cc1 | -3 | -3% | -0.2% | 1% | 5% | -1% | -5% | 0% | 8% | 0%
COc1ccc(C=NCCCN2CCOCC2)cc1 | 1 | 20% | 0.0% | 6% | 10% | -7% | -3% | 3%[46.1 µM] | -20% | ?
COc1nc2ccccc2nc1N1CCN(c2ccc(F)cc2)CC1 | -3 | 3% | -0.4% | -6% | -2% | -8% | 1% | -5% | -60% | -3%
COc1ccc(C(=O)OCC(=O)c2ccc3c(c2)NC(=O)CO3)cc1OC | / | 1% | -0.8% | -24% | / | 12% | -2% | 6% | 6% | 0%
Cc1ccc(C)c(NC(=O)N2CCc3ccccc3C2)c1 | 5 | 9% | 0.0% | 38% | -7% | 9% | -7% | 5% | 3.5µM* | ?
COC(=O)CSc1nc2cc(OC)ccc2n1C | 1 | 0% | -1.1% | ? | 6% | -7% | 0% | -1% | -4% | -7%
Cc1ccc(Cl)c(OCCN2CCCC(C)C2)c1 (centres undefined) | -3 | -5% | -1.1% | -22% | 5% | -19% | -1% | -2%[46.1 µM] | -4% | -9%
Cc1ccc(C(=O)Nc2ccccc2C(=O)Nc2ccccn2)cc1Cl | 7 | ? | -0.5% | -55%[inhibitor] | -6% | 27% | -4% | / | -15% | -17%
COC(=O)[C@@]12CCCCN1[C@H](c1ccc(-c3cccc(Cl)c3)c(OC)c1)[C@H]1C(=O)N(C)C(=O)[C@H]12 | 3 | -6% | 0.1% | 11% | / | -3% | -1% | 7% | 0% | ?
CC1=NNC(=O)/C1=C\c1cn(-c2ccccc2)nc1-c1ccc(F)cc1 | 29 | -9% | -0.3% | -77%[inhibitor] | -3% | -5% | 2% | -8% | -105%[inhibitor] | ?
CC(=O)NCCc1nc2cc(NC(=O)c3cccs3)ccc2n1C | 1 | -3% | -0.2% | 2% | 6% | 4% | -3% | -8% | 0% | ?

Arranged by the number under p53 reactivator (descending): some entries from above
Compound	p53 reactivator
COc1ccc(C=NCCCN2CCOCC2)cc1	20%
COC(=O)CSc1nc2cc(OC)ccc2n1C	0%
Cc1ccc(Cl)c(OCCN2CCCC(C)C2)c1 (centres undefined)	-5%

More entries.
SMILES | TRPV1 agonist | p53 reactivator | B2AR arrestin | Integrin act MD | CXXC DNA block | AT treatment | TSG101-PTAP inh | TCR act | BRCA1 expr act | ELG1 DNA repair
O=C(Nc1nc2ccccc2s1)Nc1ccc(F)cc1F | 10 | / | -1.1% | 11% | 8% | -1% | 2% | -21% | 139% | ?
O=C(Nc1ccc(Br)cc1F)C1CC(=O)N(C2CCCCC2)C1 (centres undefined) | 9 | / | 0.4% | 0% | -3% | 4% | 0% | 1% | 4% | -5%
CN(C(=O)COc1coc(CN2CCN(c3ccccc3)CC2)cc1=O)c1ccccc1 | -1 | 0% | -1.0% | -1% | / | 3% | -6% | 2% | 22% | 20%
O=C(Nc1cc(S(=O)(=O)Nc2ccccc2Cl)ccc1O)c1ccc(F)cc1F | / | -1% | 0.1% | -20% | / | -8% | 2% | -1% | -56% | ?
O=C(NC(C(=O)c1ccccc1)N1CCOCC1)c1ccccc1 (centres undefined) | 4 | 15% | 0.1% | 4% | 9% | -1% | -5% | 0% | 41% | ?
Cc1cc(S(=O)(=O)Nc2nc(CN3CCOCC3)nc3sc4c(c23)CCCC4)ccc1F | 29 | -1% | 0.2% | 1% | -19% | / | -9% | -6% | 1% | 1%
CC(=O)C1=C(c2ccccc2)OC(N)=C(C#N)C1c1ccccc1F (centres undefined) | -1 | -9% | -0.7% | -17% | 3% | 3% | 0% | 5%[46.1 µM] | -10% | 28%
COc1ccc(/C=C(/NC(=O)c2ccc(OC)c(OC)c2)C(=O)NCCc2c[nH]c3ccccc23)cc1 | -10 | -3% | 0.7% | -20% | 8% | 13% | 0% | -9%[46.1 µM] | -1% | ?
COc1cc(-c2csc(NC3CCCCC3)n2)cc(OC)c1OC | -1 | 7% | 0.4% | 13% | 0% | 2% | -2% | 1% | -8% | ?
Cc1ccccc1/C(N)=N/OC(=O)N1c2ccccc2Sc2ccccc21 | -8 | -2% | 0.2% | -11% | 19% | 3% | -2% | 14% | -24% | 4%
O=C(CSc1nc2ccccc2o1)NC1CCCC1 | 10 | -5% | 0.0% | 8% | 8% | 1% | 0% | 1% | -15% | 17%
CCN(CC)CCCNC(=O)Cn1cc2c(n1)CCC(C)C2 (centres undefined) | 0 | 10% | 0.1% | -6% | 7% | 11% | -1% | 2%[46.1 µM] | 1% | 3%
CCOc1ccccc1NC(=S)NC1CCCCC1 | 0 | 8% | 0.1% | -1% | -4% | 2% | -6% | 0%[46.1 µM] | -22% | -8%
Cn1ccc2cc(OCc3ccccc3)ccc21 | / | / | / | -23% | / | / | 0% | 1% | ? | /
COc1ccc(NC(=O)Cn2cnc3c(nnn3-c3ccc(C)cc3)c2=O)cc1 | ? | 1% | -0.2% | / | 2% | 1% | / | / | / | ?
CCOc1ccc2nc(SCc3ccc(CC(=O)O)cc3)c(C#N)cc2c1 | -2 | -1% | -0.1% | 17% | -6% | 1% | 1% | -10% | -78% | 13%
COC(=O)/C=C1/N/C(=N\c2nc(C)cc(C)n2)N(c2cccc(C)c2)C1=O | 2 | 12% | -1.6% | -36% | -8% | -11% | -1% | -26% | -39% | -16%
O=C(NCc1cccc(Br)c1)C1CC(c2cc(C(F)(F)F)cc(C(F)(F)F)c2)=NO1 (centres undefined) | / | / | / | 14% | / | / | 0% | -6% | 10% | /
CC(=O)n1cc([C@@H]2C=C(C(=O)NCc3ccccc3)O[C@H](OCCCCO)C2)c2ccccc21 | 0 | -2% | 0.3% | 12% | 8% | 15% | 2% | 0% | -27% | 2%
CC(=O)Nc1cccc(NC(=O)CS(=O)(=O)c2cn(CC(=O)N(C(C)C)C(C)C)c3ccccc23)c1 | -4 | -3% | 0.1% | -30% | 1% | -12% | -4% | 7% | -1% | -12%
O=C(CSC1=NS(=O)(=O)c2ccccc2N1)Nc1ccc(F)cc1 | -1 | -4% | -4.5% | -16% | / | 2% | -1% | 6% | -7% | 12%
O=C(CN(C(=O)c1csnn1)c1ccc(F)c(Cl)c1)NCc1ccc(F)cc1 | 2 | 24% | -1.2% | 32% | -11% | 2% | -2% | -11% | -8% | -2%
Cc1ccc(S(=O)(=O)NCc2ccc3[nH]c(C)cc3c2)cc1 | 16 | 20% | 0.4% | 4% | -1% | 8% | -2% | -9% | -2% | 0%
N#CCC(=N)N1CCN(c2cccc(Cl)c2)CC1 | 0 | -3% | 0.1% | -11% | 24% | -1% | -3% | 0% | -10% | 0%
CN(CC(=O)Nc1ccc(Cl)c(C(F)(F)F)c1)C(=O)CCCc1nc2ccccc2c(=O)[nH]1 | 5 | 5% | -0.1% | 10% | / | -7% | 0% | -4% | -21% | 11µM*
CCc1cc(-c2[nH]ncc2-c2nc3ccccc3n2C)c(O)cc1O | -5 | -7% | 1.1% | -24% | -1% | 8% | -3% | -1% | -1% | -9%
CCOc1ccccc1N1CCN(CC(=O)c2c(N)n(C)c(=O)n(C)c2=O)CC1 | 2 | 2% | -0.3% | 11% | -6% | 6% | 1% | -3% | -18% | 18%
CCN1C(=O)/C(=C/c2cn(C)nc2C)SC1=S | 7 | 4% | 0.3% | -7%[7.66 µM] | 16% | -4% | -7% | 6% | -25% | -8%
CCOc1ccccc1NC(=O)Cn1nnc(-c2ccc(OCC)c(OCC)c2)n1 | 0 | -9% | 0.0% | -7% | 12% | -2% | -1% | -1% | -56% | -19%
CC(=O)Nc1ccccc1NC(=O)C(F)(F)F | -4 | 0% | 0.0% | 7% | -2% | 3% | -1% | 3% | -11% | 0%
COc1cccc(C(C(=O)NCC2CCCO2)N(C(=O)Cn2nnc3ccccc32)c2ccc(NC(C)=O)cc2)c1 (centres undefined) | 0 | 0% | 0.3% | 9% | 52%[activator] | -6% | -3% | -2% | -5% | -1%
CCOC(=O)COc1ccc2c(c1)C(=O)CC(C)(c1cccnc1)O2 (centres undefined) | -1 | -3% | -0.6% | -10% | -5% | / | -7% | -2% | -7% | 4%
COCC(=O)N1CCC(Oc2ccc(C(=O)NC3Cc4ccccc4C3)cc2)CC1 | -4 | -9% | 0.5% | 2% | 12% | / | 0% | 9% | -35% | 0%
Cc1ccc2c(c1)S(=O)(=O)c1ccc3ccccc3c1N2 | / | / | / | 8% | / | / | -1% | -1% | -39% | /
Cc1ccc(NC(=O)Nc2cccnc2)cc1NC(=O)Nc1cccnc1 | 0 | 16% | -0.7% | -8% | -5% | 1.3µM* | -1% | 10% | -32% | 8.2µM*
